RGS4 block – RGS4 inhibitors, primary screen, cell-based, HEK293 M3R inducible RGS4, calcium flux. Regulator of G-protein signaling 4 (Homo sapiens), P49798. Fluo-4 calcium flux; stronger effect = higher value; triggered by carbachol at its EC20. B-score at 10 µM. hit rate 0.45% among 310,000. AID 463165, 2010;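 active = B-score, a plate-corrected calcium signal, over three deviations above library mean, with baseline fluorescence within five deviations of library mean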;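 note: RGS4 expression induced by doxycycline in cells with stable M3 receptor; B-score is computed from the integrated fluorescence ratio over baseline after carbachol; higher B-score means a larger calcium signal and so more RGS4 inhibition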
Target sequence (P49798 whole entry, looked up): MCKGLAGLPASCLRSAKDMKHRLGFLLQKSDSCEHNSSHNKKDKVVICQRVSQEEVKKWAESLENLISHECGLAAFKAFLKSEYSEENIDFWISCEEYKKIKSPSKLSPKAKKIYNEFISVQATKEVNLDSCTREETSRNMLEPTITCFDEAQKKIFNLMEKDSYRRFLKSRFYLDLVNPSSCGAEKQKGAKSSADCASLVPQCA
ANO1 block – TMEM16A chloride channel inhibitors, primary screen, cell-based, HTS; HEK293 TMEM16A/YFP iodide influx fluorescence, ionomycin; normalized B-score (activity score, 25-100; higher = stronger inhibition) at 10 µM; Anoctamin-1 (Mus musculus), Q8BHY3; hit rate 1.2% among 310,000;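 active = ratio plate-corrected score three or more library SD toward inhibition, starting fluorescence score within five deviations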;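 note: score derived from kinetic fluorescence span divided by baseline fluorescence per well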
TRPC6 inh – mouse TRPC6 channel inhibitors, primary screen, cell-based, HEK293, membrane potential dye | B-score at 10 µM | Short transient receptor potential channel 6 (Mus musculus), Q61143 | hit rate 1.1% among 310,000 | ACh-evoked depolarization; stronger effect = lower value;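 active = B-score under library mean minus 3 SD, initial fluorescence not abnormally high, positive integrated signal ratio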;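 note: B-score derived from integrated fluorescence ratio over the kinetic read; more negative B-score means stronger inhibition of depolarization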
TRPC4 act – activators of mouse TRPC4 channel, primary screen, Fluo4 calcium, HEK293 TRPC4beta/mu-opioid cells; AID 2237, 2010; hit rate 0.49% among 310,000; Short transient receptor potential channel 4 (Mus musculus), Q9QUQ5; Fluo4 calcium fluorescence; stronger effect = higher value; B-score at 10 µM;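 active = B-score above 5 SD of library B-scores, and initial fluorescence ratio not above library mean plus 5 SD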;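 note: positive B-score marks a calcium rise read as TRPC4 activation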
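Test system: HEK293 cells stably co-expressing mouse TRPC4beta and mu-opioid receptor | Schedule: Fluo4 dye loading 45 min at room temperature, 110 s recording | Measured by: Kinetic Fluo4 calcium fluorescence, 5 s baseline at 1 Hz | Evaluation: B score of integrated ratio | Controls: Buffer (low) and maximal DAMGO (high)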
MrgX1 allo act – positive allosteric modulators of MrgX1, primary screen, HEK293 cells, Fluo-4 calcium flux | Mas-related G-protein coupled receptor member X1 (Homo sapiens), Q96LB2 | FDSS; stronger effect = higher value | B-score at 10 µM | hit rate 0.63% among 310,000 | AID 588675, 2011;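 active = plate-corrected calcium response at least 3 library SD above typical, normal starting fluorescence, not activating the receptor alone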;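 note: compound read alongside a low EC10 to EC30 dose of BAM8-22 agonist; peak minus trough fluorescence over baseline measured at the second addition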
Target sequence (Q96LB2 whole entry, looked up): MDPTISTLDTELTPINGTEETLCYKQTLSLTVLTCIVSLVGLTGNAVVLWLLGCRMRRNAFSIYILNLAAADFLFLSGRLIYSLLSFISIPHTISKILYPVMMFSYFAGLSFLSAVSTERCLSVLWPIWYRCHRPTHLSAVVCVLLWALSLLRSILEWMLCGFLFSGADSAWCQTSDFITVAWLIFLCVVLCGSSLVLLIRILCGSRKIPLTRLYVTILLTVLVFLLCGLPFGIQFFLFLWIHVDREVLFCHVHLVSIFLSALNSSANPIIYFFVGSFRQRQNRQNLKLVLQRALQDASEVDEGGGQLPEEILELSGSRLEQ
MrgX1 antag – antagonists of human MrgX1 receptor, primary screen, HEK293 cells, Fluo-4 calcium flux; BAM8-22 antagonism; stronger effect = lower value; B-score at 10 µM; hit rate 1.3% among 310,000;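 active = calcium-response B-score plate-corrected more than 3 library SD below zero, starting fluorescence within 5 deviations, no agonist response on first addition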;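 note: peak minus trough fluorescence over baseline after final BAM8-22 challenge near maximal dose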
TRPC4 PAM – positive allosteric modulators of TRPC4, primary screen, cell-based, mouse TRPC4beta, HEK293 mu-opioid, Fluo-4 calcium; B-score at 10 µM; Short transient receptor potential channel 4 (Mus musculus), Q9QUQ5; DAMGO EC20, Fluo-4 Ca2+ flux; stronger effect = higher value; hit rate 0.42% among 310,000;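 active = B-score of calcium response area above 5 SD of library B-scores, with initial fluorescence ratio within 5 SD of library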;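 note: B-score of integrated fluorescence ratio over time as area under calcium response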
MrgX1 ag – agonists of human MrgX1 receptor, primary screen, HEK293 cells, Fluo-4 calcium flux; hit rate 0.44% among 310,000; Mas-related G-protein coupled receptor member X1 (Homo sapiens), Q96LB2; B-score at 10 µM; Fluo-4 calcium fluorescence, agonist mode; stronger effect = higher value;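 active = calcium response B-score plate-corrected fluorescence ratio at least 3 library SD, with starting fluorescence B-score inside 5 SD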
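Material: MrgX1-expressing HEK293 cells; input: 15,000 cells per well; doses: test compound given as first of three sequential additions; schedule: overnight plating before 1 h dye loading; technique: Fluo-4 NW calcium-flux fluorescence, kinetic read; evaluation: baseline-normalised fluorescence change ratio, B-scored; control set: plate-wise positive and negative controls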
ANO1 activ – TMEM16A chloride channel activators or potentiators, primary screen, cell-based, HTS. HEK293 TMEM16A/YFP-H148Q/I152L, iodide quench fluorescence; stronger effect = lower value. B-score at 10 µM. hit rate 0.3% among 340,000. AID 623877, 2012;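 active = fluorescence-ratio B-score plate-corrected deviation score at least 3 library SD below zero, with starting fluorescence score within 5 deviations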;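 note: channel opened by trigger with iodide after compound preincubation; score built on the fluorescence ratio of max minus min over baseline; more negative score means more quench and so TMEM16A activation or potentiation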
TRPC4 inh – inhibitors of mouse TRPC4 channel, primary screen, Fluo4 calcium, HEK293 TRPC4beta/mu-opioid cells; Short transient receptor potential channel 4 (Mus musculus), Q9QUQ5; DAMGO-evoked Fluo4 calcium flux; stronger effect = lower value; B-score at 10 µM; hit rate 0.39% among 300,000;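 active = B-score over 3 SD under the library average, no early fluorescence shift, positive overall ratio signal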
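Test system – stable TRPC4beta/mu-opioid receptor HEK293 cells · Probe or stimulus – DAMGO, a submaximal dose followed by a maximal one · Dosing – one concentration per compound · Signal – Fluo4 calcium fluorescence by kinetic imaging, 5 s 1 Hz baseline · Evaluation – per-well B score of integrated baseline-normalized Fluo4 ratio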
TRPC6 act – mouse TRPC6 channel activators, primary screen, cell-based, HEK293, membrane potential dye; Short transient receptor potential channel 6 (Mus musculus), Q61143; HEK293-TRPC6 membrane potential dye fluorescence; stronger effect = higher value; B-score at 10 µM; hit rate 0.13% among 310,000;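 active = B-score of the integrated fluorescence ratio above library mean plus 3 SD, and starting fluorescence ratio within library mean plus 5 SD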;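 note: higher score means more depolarization so channel activation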
Starred values were filed as active, the others as inactive; i = inactive; / = no result given.

SMILES	RGS4 block	ANO1 block	TRPC6 inh	TRPC4 act	MrgX1 allo act	MrgX1 antag	TRPC4 PAM	MrgX1 ag	ANO1 activ	TRPC4 inh	TRPC6 act
CC(=O)c1c(C)[nH]c(C(=O)OC2CCOC2=O)c1C (configuration not stated)	i	i	i	i	i	i	i	i	i	i	i
CSC1=NCCN1C(=O)c1ccc(S(=O)(=O)N2CCCCC2)cc1	i	i	i	i	i	i	i	i	i	i	i
CC1CCN(C(=O)Cn2c(=O)n(Cc3ccc4c(c3)OCO4)c(=O)c3ccccc32)CC1	i	i	i	i	i	i	i	i	i	i	i
CCNC(=S)NNC(=O)c1ccccn1	i	i	i	i	i	i	i	i	i	i	i
CN(Cc1ccccn1)Cc1nc(COc2ccccc2)no1	i	i	i	i	i	i	i	i	i	i	i
O=C(Oc1cccc2c(OC(=O)N3CCOCC3)cccc12)N1CCOCC1	i	i	i	i	i	i	i	i	i	i	i
N#CC1(c2ccccc2)CCC(NCCc2ccccc2)CC1 (configuration not stated)	i	i	i	i	i	i	i	i	i	i	i
CCOC(=O)C(NCc1ccc(F)cc1)(NC(=O)c1ccccc1)C(F)(F)F (configuration not stated)	i	i	i	i	i	i	i	i	i	i	i
COC(c1ccccc1)c1nnc(CCC(=O)N(C)CCOc2ccccc2)o1 (configuration not stated)	i	i	i	i	i	i	i	i	i	i	i
Cc1nnc(NC(=O)CSc2nnc(Cc3ccccc3)n2Cc2ccccc2)s1	i	i	i	i	i	i	i	i	i	i	i
O=C(NCc1ccccn1)c1n[nH]c(=O)c2ccccc12	i	i	i	i	i	i	i	i	i	i	i
O=c1[nH]c(C2CCN(S(=O)(=O)c3ccc(C(F)(F)F)cc3)CC2)nc2c1nnn2Cc1ccc(F)cc1	i	i	i	i	i	i	i	i	i	i	i
O=C(N/N=C/c1ccc2c(c1)OCO2)c1sc2cc(Cl)ccc2c1Cl	i	i	i	i	i	i	i	i	i	i	i
COCCCNC(=O)/C=C/c1ccc(Cl)cc1Cl	i	i	i	i	i	i	i	i	i	i	i
COc1cccc(C(=O)Nc2cc3c(cc2N2CCCC2)n(C)c(=O)n3C)c1	i	i	i	i	i	i	i	i	i	i	i
COc1ccccc1/C=N/OCC(=O)NCc1ccc2c(c1)OCO2	i	i	i	i	i	i	i	i	i	i	i
COc1cccc(N2CCN(S(=O)(=O)c3cn(C)cn3)CC2)c1	i	i	i	i	i	i	i	i	i	i	i
CCOC(=O)N1CCC(Nc2nc3ccccc3nc2NS(=O)(=O)c2ccc(Cl)cc2)CC1	i	i	i	i	i	i	i	i	i	i	i
Cc1cc(-n2c(C)cc(C(=O)COc3ccc4ccc(=O)oc4c3)c2C)no1	i	i	i	i	i	i	i	i	i	i	i
O=C(CCN1CCOCC1)N1CCCC(Nc2cccc(F)c2)C1 (configuration not stated)	i	i	i	i	i	i	i	i	i	i	i
O=C(NCC1CCCO1)/C(=C/c1ccccc1)NC(=O)c1ccccc1 (configuration not stated)	i	i	i	i	i	i	i	i	i	i	i
Cc1ccc(NC(=O)CSC2=C(C#N)C(c3ccc4c(c3)OCO4)C3=C(CCCC3=O)N2)c(C)c1 (configuration not stated)	i	i	i	i	i	i	i	i	i	i	i
O=C(CCC(=O)N1CCc2ccccc2C1)N1CCN(S(=O)(=O)c2ccccc2)CC1	i	i	i	i	i	i	i	i	i	i	i
COCCCn1c(-c2ccc(Cl)cc2)n[nH]c1=S	i	i	i	i	i	i	i	i	i	i	i
Cc1cc(C(=O)NCCc2ccc(S(N)(=O)=O)cc2)c(C)o1	i	i	i	i	i	i	i	i	i	i	i
O=C(O)[C@H](Cc1ccccc1)N1Cc2ccccc2C1=O	i	i	i	i	i	i	i	i	i	i	i
COc1cc(-c2cc(C(=O)Nc3ccc(S(=O)(=O)NCc4ccco4)cc3)c3ccccc3n2)cc(OC)c1OC	i	i	i	i	i	i	i	i	i	i	i
C/C(=C\C(=O)c1ncc(C(F)(F)F)cc1Cl)N(C)C	i	i	i	i	i	i	i	i	i	i	i
CC(=O)N1c2ccc(S(=O)(=O)N3CCC(C(=O)Nc4cccc(C)c4C)CC3)cc2CC1C (configuration not stated)	i	i	i	i	i	i	i	i	i	i	i
CC(C)NS(=O)(=O)c1ccc(NC(=O)c2cccnc2)cc1	i	i	i	i	i	i	i	i	i	i	i
CC1(C)C(CSc2nc3ccccc3[nH]2)C1(Cl)Cl (configuration not stated)	i	i	i	i	i	i	i	i	i	i	i
CCOc1cc2c(cc1OCC)C(c1ccc(OC)cc1)N(c1ccccc1)C(=O)C2 (configuration not stated)	i	i	i	i	i	i	i	i	i	i	i
O=C(Nc1cccc(F)c1)N1CCN(C/C=C/c2ccccc2)CC1	i	i	i	i	i	i	i	i	i	i	i
Cc1oc(-c2cc(F)ccc2F)nc1CN(C)Cc1ccc2nccnc2c1	i	i	i	i	i	i	i	i	i	i	i
Cn1cccc1C1NC(=O)c2c(sc3c2CCC(C(C)(C)C)C3)N1 (configuration not stated)	i	i	i	i	i	i	i	i	i	i	i
O=C(Nc1ccc(-c2csc(Nc3ccccc3)n2)cc1)c1ccccc1	i	i	i	i	i	i	i	i	i	i	i
Cn1c(=O)c2c(ncn2CC(O)CNc2ccc(Cl)cc2)n(C)c1=O (configuration not stated)	i	i	i	i	i	i	i	i	i	i	i
O=C(c1cc2cc(F)ccc2[nH]1)N1CCc2ccccc2C1	i	i	i	i	i	i	i	i	i	i	i
Cc1c([N+](=O)[O-])cc(C(=O)Nc2ccc(NC(=O)c3ccco3)cc2)cc1[N+](=O)[O-]	i	i	i	i	i	i	i	i	i	i	i
Cc1ccn2c(=O)nc(SCC(=O)NCc3ccccc3Cl)nc2c1	i	i	i	i	i	i	i	i	i	i	i
Nc1nc2nc(-c3cccs3)cc(C(F)(F)F)n2n1	i	i	i	i	i	i	i	i	i	i	i
CS(=O)(=O)Nc1ccccc1C(=O)N1CCN(c2ccccc2)CC1	i	i	i	i	i	i	i	i	/	i	i
Nc1[nH]ncc1N=Nc1ccc(Cl)cc1	i	i	i	i	i	i	i	i	i	i	i
Cc1ccc(N2C=Nc3ccc(C)c4nc(C)cc2c34)cc1	i	i	-10.1*	i	i	i	i	28.3*	i	i	i
c1ccc(Cc2nnc(Sc3ccccc3)c3ccccc23)cc1	i	i	i	i	i	i	i	i	i	i	i
COc1cc(NC(=O)Nn2cnnc2)cc(OC)c1OC	i	i	i	i	i	i	i	i	i	i	i
COc1ccc(N2C(=O)c3ccccc3C2=O)cc1	i	i	i	i	i	i	i	i	i	i	i
O=c1cc(CNCCCO)c2ccccc2[nH]1	i	i	i	i	i	i	i	i	i	i	i
O=C(O)C1CC(=O)N(Cc2cccs2)C1 (configuration not stated)	i	i	i	i	i	i	i	i	i	i	i
COc1ccccc1NC(=O)C1CCCN(S(=O)(=O)c2ccccc2)C1 (configuration not stated)	i	i	i	i	i	i	i	i	i	i	i
COc1ccccc1N1CCN(CCC(=O)Nc2cccc(Cl)c2)CC1	i	i	i	i	i	i	i	i	i	i	i
COc1ccc(S(=O)(=O)N2C(=O)/C(=C3\SC(N)=NC3=O)c3ccccc32)cc1	i	i	i	i	i	i	i	i	i	i	i
Cc1ccc(-c2nc(C#N)c(NCCc3ccccn3)o2)cc1	i	i	i	i	i	i	i	i	i	i	i
O=C(NCc1ccc(Cl)cc1)c1cc2ccccc2oc1=O	i	i	i	i	i	i	i	i	i	i	i
CCNC(=O)CC1C(=O)N(c2ccc(C)cc2)C(=O)N1CCOC (configuration not stated)	i	i	i	i	i	i	i	i	i	i	i
C=CCN=c1scc(-c2ccccc2)n1/N=C/c1ccccn1	i	i	i	i	14.5*	i	i	i	i	i	i
CCN(CC)c1ccc(NC(=O)CNCc2ccccc2Cl)c(C)c1	i	i	i	i	i	i	i	i	i	i	i
O=c1[nH]cnc2c1nc(SCc1ccccc1)n2C1OC(CO)C(O)C1O (configuration not stated)	i	i	i	i	i	i	i	i	i	i	i
NC(=O)c1sc2nc3c(c(-c4ccco4)c2c1N)CCCC3	i	i	i	i	i	i	i	i	i	i	i
Cc1ccc(-n2nnc(-c3cccnc3Cl)n2)cc1	i	i	i	i	i	i	i	i	i	i	i

The list goes on.
SMILES	RGS4 block	ANO1 block	TRPC6 inh	TRPC4 act	MrgX1 allo act	MrgX1 antag	TRPC4 PAM	MrgX1 ag	ANO1 activ	TRPC4 inh	TRPC6 act
Cc1cccc(C(=O)Nc2cccc(-c3cnc4ccccc4n3)c2)c1	i	i	i	i	i	i	i	i	i	i	i
COc1ccccc1CN1CCC(n2nccc2NC(=O)c2ccccc2Cl)CC1	i	i	i	i	i	i	i	i	i	i	i
COc1ccc(CCNC(=O)Cc2ccc(C)cc2)cc1OC	i	i	i	i	i	i	i	i	i	i	i
COc1cc(Cl)ccc1OCc1cc(C(=O)N2CCCCCCC2)no1	i	i	i	i	i	i	i	i	i	i	i
CC(C)Cc1nc2oc3c(NCC(C)O)ncnc3c2c2c1CCCC2 (configuration not stated)	i	i	i	i	i	i	i	i	i	i	i
COc1ccc(Cc2nc3ccc(C(=O)N(C)CCc4cnn(C)c4)cc3o2)cc1OC	i	/	i	i	/	/	i	/	i	i	i
CSc1ncc(C(=O)Nc2ccccc2C)c(C)n1	i	i	i	i	i	i	i	i	i	i	i

Assay outcomes as filed in PubChem BioAssay.
